Source: PubChem
hcGAS lum = inhibitors of human cGAS. 290,000 compounds, 0.081% hits. AID 1259398. recombinant h-cGAS, ATP depletion, Kinase-Glo luminescence. inhibition, % at 12.5 µM;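 note: 0% = vehicle reaction and 100% = reaction without DNA for no activity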
Target sequence (Q8N884 whole entry, looked up): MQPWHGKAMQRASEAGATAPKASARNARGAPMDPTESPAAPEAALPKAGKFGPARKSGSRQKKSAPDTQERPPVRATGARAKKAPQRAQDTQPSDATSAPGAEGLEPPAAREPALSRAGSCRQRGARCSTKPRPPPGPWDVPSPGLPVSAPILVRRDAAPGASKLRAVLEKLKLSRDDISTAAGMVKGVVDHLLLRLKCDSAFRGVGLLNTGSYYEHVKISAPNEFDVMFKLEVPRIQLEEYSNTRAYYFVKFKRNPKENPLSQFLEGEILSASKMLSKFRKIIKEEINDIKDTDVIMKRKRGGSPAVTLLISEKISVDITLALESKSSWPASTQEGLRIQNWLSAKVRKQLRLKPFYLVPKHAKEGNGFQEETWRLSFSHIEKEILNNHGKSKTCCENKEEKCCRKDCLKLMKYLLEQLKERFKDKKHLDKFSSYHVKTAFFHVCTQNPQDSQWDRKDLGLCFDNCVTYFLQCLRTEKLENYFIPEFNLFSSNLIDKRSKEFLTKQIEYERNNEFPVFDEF
mcGAS inh = inhibitors of mouse cGAS. Q8C6L5. recombinant cGAS, Kinase-Glo ATP depletion luminescence. inhibition, % at 12.5 µM. 160,000 compounds, 0.15% hits. AID 1259399;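 note: 0% = negative control wells and 100% = reference inhibitor with no enzyme activity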
NPYLR7 agonist = mosquito NPYLR7 agonism; HEK293T NPYLR7/Galpha15, GCaMP6s calcium fluorescence; activation, % at 10 µM; 270,000 compounds, 0.15% hits; AID 1259423; in the data active = activation above about 40%;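 note: 0% = vehicle and 100% = reference agonist at the receptor; some compounds past the cut are filed as inactive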
Numbers without * were called inactive; . = no result given; & = joins results of further samples. Cut-off read from the data, not from the text of the source, unless noted: active = inhibition above about 40%; inactive = the rest. Random draw from the library. About 0.27% of those tested had a hit in this group.

SMILES	hcGAS lum	mcGAS inh	NPYLR7 agonist
Cc1ccc(F)c(Oc2cc(N3CCN(C(=O)C(C)(C)CCl)C(C)C3)ncn2)c1 (stereo unspecified)	-5	-4	-10
O=S(=O)(NN=Cc1ccc(Br)cc1)c1ccc(Br)cc1	-4	.	3
CCSCCNC(=O)c1sc2cc3c(cc2c1Cl)OCO3	-4	-4	3
CCOC(=O)N1CCN(C2CCCN(Cc3ccc4c(c3)CCO4)C2)CC1 (stereo unspecified)	3	.	5
Cn1c(SCC(=O)NCCc2ccccc2)nnc1C1CCS(=O)(=O)C1 (stereo unspecified)	-8	-3	1
COc1cccc2c1OCCCN(c1ccc(-c3nccn3C)nn1)C2	1	.	0
CCOC(=O)C1(Cc2ccc(Cl)cc2)CCN(Cc2cccc(C(C)=O)c2)CC1	-6&3	.	6&3
COc1ccccc1C1SCC(=O)N(CC(=O)N2CCOCC2)c2c1c(-c1ccccc1)nn2-c1cccc(C)c1C (stereo unspecified)	-8	-7	15
CCCCc1ncc(CN2CCC3(CCCN(C(=O)C(C)(C)C)C3)C2)[nH]1 (stereo unspecified)	1	-9	-1
Cc1noc(C)c1CC(=O)NC1CC(=O)N(CCc2cccc(Cl)c2)C1 (stereo unspecified)	-9	.	20
c1cc(C2CN(Cc3cc(C4CCCCC4)no3)C2)ccn1	-3	.	7
O=C(CC(c1ccc(OCc2ccccc2)cc1)c1c[nH]c2ccccc12)NCc1ccccc1 (stereo unspecified)	1	-3	0
CCc1nc(C)c(C(=O)NCCOc2cccc3cccnc23)o1	-7	.	20
O=C(NCc1ccco1)c1csc(-c2cc3ccccc3[nH]2)n1	-2	.	6
O=C(NCc1cccc(I)c1)c1cncn1-c1cccc(-c2ccccc2C(F)(F)F)c1	-9	-7	24
O=C1C(C(c2ccco2)N2CCCC2)Sc2nc(-c3ccco3)nn21 (stereo unspecified)	-5	-7	0
Cn1ncc(I)c1C(=O)N1CCOCC1	2	1	-4
CCC(C)NCc1csc(COc2ccc(OC)cc2)n1 (stereo unspecified)	-4	.	11
Cc1cc(Cl)cc(C)c1OCC(=O)NCCc1nnc2ccccn12	-1	0	10
COc1ccc(-c2cc(C(=O)O)sc2C)cc1	-14	-6	7
COC(=O)c1cccc(NC(=O)N2CCc3ccccc3C2c2ccccc2Cl)c1 (stereo unspecified)	4	2	9
CS(=O)(=O)CCn1ccc(N)n1	-5	-10	5
CCOC(=O)N1CCN(C(=O)COC(=O)C2=NNC(=O)CC2)CC1	-6	-8	2
CCc1cnc(/C=C/c2ccccc2)nc1	7	.	3
CCc1nc2n(n1)C(=O)C(C(c1ccc(Cl)cc1Cl)N1CCC(C(N)=O)CC1)S2 (stereo unspecified)	0	-6	-5

The last two entries of the section above come first, to join the parts.
SMILES	hcGAS lum	mcGAS inh	NPYLR7 agonist
CCc1cnc(/C=C/c2ccccc2)nc1	7	.	3
CCc1nc2n(n1)C(=O)C(C(c1ccc(Cl)cc1Cl)N1CCC(C(N)=O)CC1)S2 (stereo unspecified)	0	-6	-5
CCOc1ccc(NC(=O)CSc2ncnc3sc(C)c(C)c23)cc1	-4	-4	-3
CC1=NC2=C(C(=O)CC(C)(C)C2)C(c2ccccc2I)C1C#N (stereo unspecified)	-1	-1	13
Cc1cc(C)cc(NC(=O)CC(=O)NCc2ccc3c(c2)CC(C)O3)c1 (stereo unspecified)	-5	-17	4
COc1ccc(C(=O)/C=C/C2=NN(c3ccccc3)C(c3ccccc3)C2)cc1 (stereo unspecified)	-1	-3	12
CC(NC(=O)C1CC1c1ccccc1Br)C1CC1 (stereo unspecified)	-3	.	-7
Cc1cc(O)c(-c2ccnc3nc(N4CCc5ccccc5C4)[nH]c(=O)c23)c(=O)o1	-8	-6	1
COc1ccc(C2NC(=S)NC(O)(C(F)(F)F)C2C(=O)c2cccs2)cc1 (stereo unspecified)	-2	.	-2
CCCCCn1c(=O)c2c(nc3n(CC(=O)OCC)c(C)c(C)n23)n(C)c1=O	-5	.	2
CCOc1ccc2nc(S(=O)(=O)NC(=O)C3(C)CCN3C(=O)c3ccco3)sc2c1 (stereo unspecified)	-4	-2	-1
CC(C)c1ccccc1OC1CC2CCC(C1)N2C(=O)c1ccc(CN2CCC(Cc3ccccc3)CC2)cc1 (stereo unspecified)	-15	-9	8
Cc1c(C)c2c(c(C)c1O)CCC(C)(C(=O)N1CCn3cncc3C1)O2 (stereo unspecified)	-8	-19	19
CSCC(=O)Nc1c(C#N)c(C)c(C)n1-c1ccc(F)cc1	-3	.	3
COc1ccc2c(=O)c(Oc3ccccc3Br)c(C(F)(F)F)oc2c1	-2	-4	11
C=CCSc1nc(C)c2cc(C)cc(C)c2n1	-2	.	16
CCCOC1CCCN(C(=O)CCC(=O)c2cccs2)CC1 (stereo unspecified)	-5	.	2
O=C(CC(c1ccccc1)c1ccccc1)N1CCN(c2ncnc3c2nnn3-c2ccccc2)CC1	-6	-10	-13
O=C1OC(c2ccc(Cl)cc2Cl)=N/C1=C\C=C\c1ccccc1	-6	-5	-1
C=CCN(Cc1ccccc1C)Cc1cccn1Cc1cccc(C(F)(F)F)c1	-7	-4	21
CCC(C)N(CC(=O)N(CCc1ccccc1)Cc1ccco1)C(=O)C(C)(C)C (stereo unspecified)	4	-2	-4
Cc1nnsc1CN1CCCN(CC2CC2)C(C(C)C)C1 (stereo unspecified)	-3	.	2
CCn1nc(C)c(CN(CCOC)c2ncnc3oc(C)nc23)c1C	-7	-18	12
COc1ccc(OC)c(C=CC(=O)Oc2ccc(C(F)(F)F)cc2)c1	-15	-7	-1
Cc1nc(COc2ccc(Oc3nccs3)cc2)oc1C	-65	.	10
O=C(NCC(F)(F)F)C1CCCN(C2CCN(C(=O)C3CC3)CC2)C1 (stereo unspecified)	3	-6	4
C=CCNC(=O)C1CCC(c2ccc(F)c(C)c2)N(C(=O)C2CC2)C1 (stereo unspecified)	-13	.	4

Going on with the list:
SMILES	hcGAS lum	mcGAS inh	NPYLR7 agonist
O=c1ccnc2sc(NC3CCCCC3c3ccc(C(F)(F)F)cc3)nn12 (stereo unspecified)	-10	.	6
Cc1ccccc1N1CCN(c2ncccc2CNC(=O)c2cscn2)CC1	-7	.	5
O=C(O)CCc1ncc(-c2ccc(Cl)cc2)o1	-2	.	-1
COc1ccc(C2c3ccsc3CCN2CC(=O)N2CCN(S(=O)(=O)c3c(C)cc(C)cc3C)C(C)C2)cc1 (stereo unspecified)	-3	-5	12
Cn1cc(CC2CC(=O)N(CC(O)c3c(F)cccc3F)C2=O)cn1 (stereo unspecified)	-3	.	-1
CCCCCc1ccc(C(=O)Nc2ccc(-n3nc(OC(C)C)nc3-c3cccc(F)c3)cc2)cc1	5	-6	1
OC1C2C3CC4C5C3C1C5C1(OCCO1)C42 (stereo unspecified)	10	.	-2
C=Cc1cccc(CN2CCCC(CCNC(C)=O)C2)c1 (stereo unspecified)	-4	-22	1
CC(C)CN1CC(C(=O)N(C)Cc2cc(C3CC3)n[nH]2)CC1=O (stereo unspecified)	1	.	17
CSc1nsc(SCc2ccc(C(=O)N3C4CCC3CC(Oc3cccc(C(F)(F)F)c3)C4)cc2)n1 (stereo unspecified)	-10	-4	4
COCCCN(Cc1ccc(OC)cc1)CC(O)COc1ccc(Cl)cc1 (stereo unspecified)	-4	-4	18
O=C(NC1CC1)c1cc2n(n1)CCN(C(=O)CSc1ccccn1)C2	1	-9	7
COc1cccc(CN(CC2CC(c3ccccc3)=NO2)CC(O)c2ccccc2)c1 (stereo unspecified)	-5	-4	-3
O=S(=O)(Nc1ccc2cn[nH]c2c1)c1ccc2c(c1)CCC2	0	.	-1
COc1cc2c(cc1OC)C(c1ccc(F)cc1)N(C(=O)c1cccs1)CC2 (stereo unspecified)	-10	-8	-5
COc1ccc(C)cc1NC(=O)Cn1nc(Nc2ccccc2)c(S(=O)(=O)c2ccccc2)c1N	-4	-6	-2
CC(C(=O)O)c1ccc(N2Cc3ccccc3C2=O)cc1 (stereo unspecified)	-12&-20	-8	-7&-3
CCOc1ccc(CN2CCCn3cccc3C2c2ccccc2[N+](=O)[O-])cc1 (stereo unspecified)	-4	-5	23
COc1ccc(OCCCSCC(=O)Nc2ccc(Br)cc2Br)cc1	-2	-2	11
COc1ccc(S(=O)(=O)Nc2ccc(Nc3ccc(-n4ccc(C)n4)nn3)cc2)cc1OC	-5	-9	-3
COCCN1CC(C(=O)NCCc2nc(-c3ccccc3)cs2)CCC1=O (stereo unspecified)	-8	.	20
CCO[C@H]1COC[C@@H]1NC(=O)C(=O)N1CCc2ccccc21	-3	.	3
O=C(Cn1c(-c2ccccc2)cc(=O)n2ncnc12)NNC(=O)Nc1cccc(C(F)(F)F)c1	-4	.	4
O=C(C=Cc1ccccc1Cl)c1ccc([N+](=O)[O-])cc1	-7	.	6
CCOC(=O)NC(=O)COC(=O)c1cccs1	5	.	11

Further results:
SMILES	hcGAS lum	mcGAS inh	NPYLR7 agonist
CCOC(=O)N1CCC(NCc2cc3ccc(Cl)cc3n(CCOc3ccccc3)c2=O)CC1	-10	-9	18
CCN(Cc1ccoc1)C(=O)NC(C)c1ccc(F)cc1F (stereo unspecified)	-8	.	7
Cc1cc(C)nc(NS(=O)(=O)c2ccc(NC(=O)c3ccco3)cc2)n1	-1	-4	-1
Cc1cc(=O)n(C2CCS(=O)(=O)C2)[nH]1 (stereo unspecified)	6	-5	1
Cc1cc(C)n(CC(=O)NCc2ccccc2CN2CCC(C)CC2)n1	-9	.	5
Cc1ccc(-c2ccccc2C(=O)O)cc1	-11	.	0
O=C(NNS(=O)(=O)c1cccc(Cl)c1)c1ccc2c(=O)n3c(nc2c1)CCC3	-6	-5	3
COc1cccc(-c2ccccc2NC(=O)C2CCN(Cc3ccc(OC)c(C)c3)CC2)c1	-11	.	8
COC(=O)c1c(C)[nH]c(C(=O)C(C)OC(=O)CCC(=O)c2cc(C)sc2C)c1C (stereo unspecified)	-1	.	-3
CCOC(=O)c1nn(-c2ccc(F)cc2)c(=O)c2c(NC(=O)COC)scc12	-5	-7	4
COCCN(CCC(=O)NCc1cccc(C(F)(F)F)c1)c1nc(Cc2ccccc2)ns1	-2	-5	-7
Fc1cccc(OCC2CN(Cc3cccs3)CCO2)c1 (stereo unspecified)	1	0	.
CCN1CCC(N(C)Cc2nc3c(F)cccc3[nH]2)CC1C (stereo unspecified)	4	.	-1
CC(NC(=O)Cc1csc(-c2ccsc2)n1)c1ccc(S(N)(=O)=O)cc1 (stereo unspecified)	-3	-6	2
COc1ccc2c(c1)OC(C)CN(CC(=O)NC(c1ccncc1)c1ccc(F)cc1)C2 (stereo unspecified)	-5	-25	-2
COc1cc(OC)cc(-c2nc(-c3ccncc3)no2)c1	-8	.	14
Cc1nn(C)c(C)c1CCC(=O)N1CCCC(CO)(Cc2ccc(F)cc2F)C1 (stereo unspecified)	-3	-10	.
Cc1cccc(OC(F)F)c1NC(=O)C1(C)CCN1C(=O)CC(c1ccccc1)c1ccccc1 (stereo unspecified)	-11	-5	17
Cc1ccc(C(=O)Nc2ccc(N3CCC(C)CC3)c(C(=O)NCc3ccccc3)c2)cc1[N+](=O)[O-]	-15	-4	-1
COc1cc(OC)cc(C(=O)Nc2cc(C(N)=O)ccc2N2CCCC2)c1	-10	.	18
Nc1nc(CCNC(=O)c2cccc(CC3CCNCC3)c2)cs1	-6	-12	3
Cc1cccc(Cc2c(C)nc(C)nc2N2CCN(C(=O)C3CCC3)CC2)c1	-8	-5	16
Cc1cn2c(nc3c2c(=O)n(Cc2ccccc2Cl)c(=O)n3C)o1	1	-8	-1
CCc1ccc(NC2CC(=O)N(CCCOC)C2=O)cc1 (stereo unspecified)	2	.	4
CCN1CCC(N(C)Cc2cnc(C)cn2)C(C)C1 (stereo unspecified)	-14	-12	5
O=C(NC(c1ccccc1)c1ccsc1)C1CCN(Cc2ccc(Oc3ccccc3)cc2)CC1 (stereo unspecified)	-4	-2	8
O=C(CN1C(=O)c2ccc([N+](=O)[O-])cc2C1=O)Nc1cccc(O)c1	0	-5	1
CCS(=O)(=O)NCCc1csc2nc(-c3ccccc3C)nn12	-6	-7	1
CN(C)c1ccc(NC(=O)c2ccccc2Cl)cc1CN(Cc1ccco1)C(=O)c1ccc(F)cc1	-6	-4	6
O=C(Nc1ccc(-c2nc3cc(Cl)ccc3o2)cc1)c1ccc(Cl)c([N+](=O)[O-])c1	1	-3	-1

Shown as labelled records: 2 of the compounds above
> CCN1CCC(N(C)Cc2cnc(C)cn2)C(C)C1 (stereo unspecified)
- hcGAS lum: -14
- mcGAS inh: -12
- NPYLR7 agonist: 5
> O=C(NC(c1ccccc1)c1ccsc1)C1CCN(Cc2ccc(Oc3ccccc3)cc2)CC1 (stereo unspecified)
- hcGAS lum: -4
- mcGAS inh: -2
- NPYLR7 agonist: 8

Compound profiles (already shown). Screens in order: hcGAS lum | mcGAS inh | NPYLR7 agonist
CCc1ccc(NC2CC(=O)N(CCCOC)C2=O)cc1 (stereo unspecified) is entered as 2 | . | 4
O=C(NC(c1ccccc1)c1ccsc1)C1CCN(Cc2ccc(Oc3ccccc3)cc2)CC1 (stereo unspecified) is entered as -4 | -2 | 8
CCS(=O)(=O)NCCc1csc2nc(-c3ccccc3C)nn12 is entered as -6 | -7 | 1
Nc1nc(CCNC(=O)c2cccc(CC3CCNCC3)c2)cs1 is entered as -6 | -12 | 3
